Assay outcomes deposited in PubChem BioAssay by National Center for Advancing Translational Sciences (NCATS).
WRN helicase inh = qHTS for Inhibitors of WRN Helicase; Bifunctional 3'-5' exonuclease/ATP-dependent helicase WRN (Homo sapiens), Q14191; WRN helicase unwinding, fluorescent forked duplex, kinetic; Potency, µM (titrated, usually from 114 µM), without a hit: at the top dose activity change, negative = inhibition, most hits filed as inhibitors; 360,000 compounds, 0.46% hits; also: potency is read from the fitted curve at half-maximal effect; % is scaled to controls: 0 for no effect and ±100 for the full control effect; nearly all actives have a fitted effect of over 55% in size
Target sequence (Q14191 whole entry, looked up): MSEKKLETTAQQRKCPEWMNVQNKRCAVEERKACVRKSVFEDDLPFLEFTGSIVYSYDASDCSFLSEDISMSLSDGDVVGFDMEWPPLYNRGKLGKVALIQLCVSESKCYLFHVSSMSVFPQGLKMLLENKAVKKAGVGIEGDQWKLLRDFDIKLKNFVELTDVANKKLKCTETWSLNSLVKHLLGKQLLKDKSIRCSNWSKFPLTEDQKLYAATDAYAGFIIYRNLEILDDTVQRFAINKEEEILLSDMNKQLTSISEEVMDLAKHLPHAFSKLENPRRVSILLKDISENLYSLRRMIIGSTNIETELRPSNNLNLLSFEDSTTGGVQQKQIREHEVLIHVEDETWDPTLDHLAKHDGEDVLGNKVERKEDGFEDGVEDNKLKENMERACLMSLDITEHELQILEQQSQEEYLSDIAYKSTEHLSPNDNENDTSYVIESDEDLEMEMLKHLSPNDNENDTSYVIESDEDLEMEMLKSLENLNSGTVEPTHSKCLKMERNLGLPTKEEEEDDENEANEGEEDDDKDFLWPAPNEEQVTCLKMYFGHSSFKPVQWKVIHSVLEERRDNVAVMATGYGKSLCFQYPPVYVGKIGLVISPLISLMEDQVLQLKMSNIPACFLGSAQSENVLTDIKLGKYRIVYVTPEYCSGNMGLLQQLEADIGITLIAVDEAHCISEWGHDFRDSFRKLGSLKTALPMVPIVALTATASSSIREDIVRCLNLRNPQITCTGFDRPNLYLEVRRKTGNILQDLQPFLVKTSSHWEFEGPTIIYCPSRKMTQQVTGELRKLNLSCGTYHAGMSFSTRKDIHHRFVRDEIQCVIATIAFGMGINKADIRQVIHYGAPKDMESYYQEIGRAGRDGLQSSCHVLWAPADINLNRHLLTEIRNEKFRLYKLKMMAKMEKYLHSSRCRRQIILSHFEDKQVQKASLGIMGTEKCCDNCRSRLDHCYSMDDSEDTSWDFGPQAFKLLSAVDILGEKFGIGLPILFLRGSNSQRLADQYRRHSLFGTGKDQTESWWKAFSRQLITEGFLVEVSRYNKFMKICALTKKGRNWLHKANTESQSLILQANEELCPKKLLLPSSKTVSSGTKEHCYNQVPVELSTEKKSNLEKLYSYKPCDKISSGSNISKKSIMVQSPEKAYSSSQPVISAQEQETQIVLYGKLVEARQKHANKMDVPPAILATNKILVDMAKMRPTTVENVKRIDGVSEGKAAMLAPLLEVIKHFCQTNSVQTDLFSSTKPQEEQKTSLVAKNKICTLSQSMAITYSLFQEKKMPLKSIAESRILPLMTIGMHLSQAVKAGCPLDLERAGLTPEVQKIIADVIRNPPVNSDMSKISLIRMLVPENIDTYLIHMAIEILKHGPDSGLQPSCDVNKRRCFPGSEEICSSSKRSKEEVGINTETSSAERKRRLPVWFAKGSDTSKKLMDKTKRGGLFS
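Screening of the MLSMR collection measured strand separation of a quenched forked DNA duplex (100 nM) by 20 nM WRN with 2 mM ATP, all final. Compounds were preincubated with enzyme 15 min at room temperature.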
EPAC1 antag = qHTS for Antagonist of cAMP-regulated guanine nucleotide exchange factor 3 (EPAC1): primary screen. Potency, µM (top dose mostly 115 µM), for inactives: at the highest dose activity change, negative = inhibition, actives largely listed as inhibitors. Rap guanine nucleotide exchange factor 3 (Homo sapiens), O95398. EPAC1 GEF assay, Rap1b-BODIPY-GDP exchange fluorescence. 360,000 compounds, 0.14% hits. AID 720709, 2013;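 also: potency is read from the fitted curve at half-maximal effect; plate controls were vehicle for no effect and positive control for full effect; nearly all actives have a fitted effect of over 50% in size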
IL2 activator = qHTS of IL-2 Activators | IL-2 activation reporter assay, cell-based qHTS; stimulated with anti-CD3/CD4/CD28 beads; in transgenic mouse T cells | activation, % (series mostly up to about 46 µM) | 360,000 compounds, 0.065% hits | AID 652025, 2013; in the data active = activation above about 50%; inconclusive = mostly about 30% to 49%; also: 0% is about no effect
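Readout: EGFP and DsRed signals by fluorescent plate cytometry. Unstimulated transgenic mouse T cells received compound 60 min before antibody-bead stimulation, then incubated 18 h at 37 degrees C.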
PI5P4Ka inh = qHTS for Inhibitors of phosphatidylinositol 5-phosphate 4-kinase (PI5P4K); PI5P4Kalpha enzyme, ADP-Glo luminescence, 60 min; stronger effect = lower value; 330,000 compounds, 1.2% hits; max response, %; active = max response of -50% or lower; inconclusive = between -30% and -50%; inactive = -30% or higher; also: value at the top dose of about 77 µM; % is scaled to controls: 0 for no effect and ±100 for the full control effect
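Reactions run in 0.038 M HEPES pH 7.4, 0.28 mM EGTA, 0.1% CHAPS and 5% DMSO, with PI5P4Kalpha, substrate, compound and 5 microM ATP final, one hour at room temperature. Readout is ADP-Glo luminescence.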
EPAC2 ag = qHTS for Agonist of cAMP-regulated guanine nucleotide exchange factor 4 (EPAC2): primary screen | Rap guanine nucleotide exchange factor 4 (Homo sapiens), Q8WZA2 | EPAC2 activation, biochemical qHTS; response scale: 100% = 6.5 mM cAMP response | Potency, µM (titrated, usually from 154 µM), for the others: at the highest dose activation, usual class: activators | 360,000 compounds, 0.079% hits; also: potency is read from the fitted curve at half-maximal effect; nearly all actives have a fitted effect of over 50% in size
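Setup: EPAC2 100 nM, labeled Rap1B complex 250 nM, free GDP 50 uM. Compound titrations pinned in, brief spin, 5 min room temperature incubation. Kinetic fluorescence read over 30 min, normalized to 6.5 mM cAMP.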
CCT chaperon mod = High-Throughput Screening for Modulators of Cytosolic Chaperonin Activity | purified chaperonin ATPase assay, HTRF ADP detection, 30 min | activity change, % (test concentration not listed), hits read low | 360,000 compounds, 0.3% hits | AID 651819, 2012; in the data active = activity change below about -30%; also: % is scaled to controls: 0 for no effect and ±100 for the full control effect
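First, chaperonin was dispensed at 40 nM or 20 nM final depending on batch activity. Next, compounds were pinned at 76 uM and ATP added at 10 uM. After 30 min at 37 °C, ADP detection reagents ran 30 min at ambient temperature.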
PLK1 PBD inh = qHTS for Inhibitors of PLK1-PDB (polo-like kinase 1 - polo-box domain): Primary Screen | Plk1 PBD binding of FITC phosphopeptide, fluorescence polarization | Potency, µM, without a hit: max response, negative = inhibition, hits mostly inhibitors | AID 720504, 2013 | Serine/threonine-protein kinase PLK1 (Homo sapiens), P53350 | 360,000 compounds, 2.8% hits; also: potency is read from the fitted curve at half-maximal effect; series mostly up to about 57 µM; % is scaled to controls: 0 for no effect and ±100 for the full control effect; nearly all actives have a fitted effect of over 65% in size
EPAC1 agonist = qHTS for Agonist of cAMP-regulated guanine nucleotide exchange factor 3 (EPAC1): primary screen. Rap guanine nucleotide exchange factor 3 (Homo sapiens), O95398. EPAC1 agonist qHTS, biochemical assay; response scale: 100% = response to 6.5 mM cAMP. Potency, µM (top dose mostly 154 µM), inactives show top-dose activation, hits mostly activators. 360,000 compounds, 0.073% hits; also: potency is read from the fitted curve at half-maximal effect; nearly all actives have a fitted effect of over 60% in size
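Multi-concentration qHTS readout: loss of Rap1B-bound BODIPY-GDP fluorescence driven by 100 nM EPAC1 with excess GDP (50 uM), monitored kinetically at room temperature; agonist response expressed relative to 6.5 mM cAMP.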
Starred values were filed as active, the others as inactive; ? = inconclusive; · = no result given; [ ] = another dose, or the depositor's remark. Unless noted, calls follow the shape of the dose curve; as a rule, active = well fitted curve in the direction sought with a large enough effect; inconclusive = small, poorly fitted or top-dose-only effect, or another doubt; inactive = no such curve, though single readings can be large; an effect the other way counts as inactive or inconclusive.

SMILES | WRN helicase inh | EPAC1 antag | IL2 activator | PI5P4Ka inh | EPAC2 ag | CCT chaperon mod | PLK1 PBD inh | EPAC1 agonist
CC1CN(CC(=O)NN=C(c2ccccc2)c2ccccc2)CC(C)O1 (stereo unspecified) | 0% | 9% | -0.1 | 0 | 8% | -4.5 | -8% | 5%
CCN1CCN(CCNC(=O)c2ccc(CS(=O)c3ccc(Br)cc3)o2)CC1 (stereo unspecified) | 5% | 17% | -1.2 | -2 | -6% | -2.2 | -11% | 6%
Cn1c(=O)c2c(nc(NCCNC(=O)c3ccco3)n2Cc2ccc(F)cc2)n(C)c1=O | -6% | -5% | -2.3 | -6 | 2% | -2.4 | -3% | 7%
Cc1ccc(Oc2c(F)c(F)nc(N3CCCC3)c2F)cc1 | 4% | -21% | 1.4 | 5 | -3% | -0.5 | -3% | -5%
Cc1ccccc1N1C(N)=NC(N)=NC1(C)C | -33%[57.1 µM] | 0% | -1.6 | -1 | -4% | -9.6 | -9% | -6%
COC(=O)c1cc2c(s1)-c1cc(F)ccc1OC2 | -5% | 6% | -6.2 | 0 | -2% | 1.3 | -2% | -4%
COc1cccc(OC)c1C(=O)NC(=S)NNC(=O)[C@H]1C[C@@H]1c1ccccc1 | 6% | ? | -1.5 | 6 | -9% | -4.7 | 1% | -54%[inhibitor]
CC(C)NC(=O)COC(=O)c1ccc(O)cc1 | 8% | -7% | -3.2 | -7 | -10% | -1.0 | -1% | -5%
COc1ccc(-n2nc(C(=O)NCC(=O)NCCN(C)C)c3ccccc3c2=O)c(OC)c1 | -8% | -5% | -1.0 | 4 | 2% | 1.3 | -1% | 4%
Cc1ccc(S(=O)(=O)Nc2ccc3c(c2)C(=O)N([C@@H](C)CO)C[C@@H](C)[C@@H](CN(C)C(=O)NC2CCCCC2)OCCCC[C@H](C)O3)cc1 | 10% | -3% | -0.7 | 2 | 12% | -3.3 | ? | -13%
N#CCCn1nc2c(c1N)CCC2 | -3% | 11% | -2.2 | 16 | -2% | -0.7 | -1% | 10%
O=C(Nc1ccc(OCCO)cc1)c1csc([C@H]2C[C@H](O)[C@@H](CO)O2)n1 | -1% | 4% | -0.5 | -4 | 16% | -0.7 | -6% | -2%
CC(C)c1ccc(NC2CCCN(C(=O)c3ccncc3)C2)cc1 (stereo unspecified) | 1% | 8% | 2.2 | 7 | 4% | -0.9 | -2% | 2%
Cc1ccc(SCC(=O)OCC(=O)N(C)CC(=O)Nc2ccccc2Cl)cc1 | 4% | -2% | -0.3 | -5 | -11% | -0.5 | -7% | 8%
Cc1ccc(NC(=S)Nc2cccc(-c3n[nH]c(=S)o3)c2)cc1 | -24% | -8% | -0.5 | -68* | 2% | 0.9 | ? | 2%
Cc1ccc(S(=O)(=O)n2cc(C=O)c3ccccc32)cc1 | -3% | ? | -1.9 | 6 | 17% | -1.8 | -12% | 5%
O=C1CCCN1c1cc(Cl)ccc1Cl | 12% | -12% | -1.5 | · | 1% | -0.2 | -5% | 7%
Cc1ccc(-c2nc(C3CCN(S(=O)(=O)c4ccc(C(C)(C)C)cc4)CC3)no2)cc1 | -1% | -1% | -0.4 | -1 | 1% | 0.2 | 0% | 13%
N/C(=N\c1nc2c(c(=O)[nH]1)CCC2)Nc1cccc(Cl)c1 | 6% | 3% | -2.1 | 0 | 2% | -2.6 | -19% | 4%
CC(C)(C)C(=O)Nc1ncc(C(F)(F)F)cc1Cl | 6% | -4% | -0.7 | -2 | 3% | -2.4 | -1% | 2%
COc1cccc(/C=C/C(=O)c2ccc(NS(=O)(=O)c3ccc(C)cc3)cc2)c1 | -12% | -19% | -3.6 | -2 | 1% | -1.9 | -10% | 18%
Cc1ccc(CN2CCSc3ccc(C(=O)NCc4cccnc4)cc32)cc1 | -12% | -11% | 4.3 | 6 | 10% | -1.7 | -10% | 18%
COC(C(=O)Nc1ccnn1C1CCN(Cc2ccc(CO)o2)CC1)c1ccccc1 (stereo unspecified) | -26% | 7% | -2.4 | 3 | 10% | -3.9 | -13% | 16%
C=CCN=c1scc(-c2ccc(F)cc2)n1/N=C/c1ccccn1 | -2% | -23% | -4.3 | 16 | 10% | 2.1 | 0% | 3%
Cc1cccc(NC(=O)CCC2CCN(C(=O)C3CC=CCC3)CC2)c1 (stereo unspecified) | -20% | -10% | -0.1 | -1 | 5% | -0.6 | -7% | -7%
Cc1cccc(N(C(=O)c2csnn2)C(C(=O)NC2CCCCC2)c2ccncc2)c1 (stereo unspecified) | -5% | 9% | 0.4 | 3 | 7% | -0.7 | -7% | 5%
Cc1cc(S(=O)(=O)N2CCOCC2)ccc1OCC(=O)N1CCC(C)CC1 | -2%[57.1 µM] | ? | 0.3 | 0 | 9% | 1.0 | -4% | -13%
CCn1c(CC(=O)Nc2ccc(OC)cc2)nnc1SCC(=O)N1CCOCC1 | -3% | -5% | -1.6 | -6 | 0% | 1.1 | 0% | 6%
COC(=O)C1N[C@@H]([C@@H](NC(=O)COc2ccccc2)C(=O)NCc2ccccc2)SC1(C)C (stereo partly specified) | -1% | -4% | 0.0 | -3 | 3% | -1.3 | -12% | -6%
CS(=O)(=O)c1ccc(NC(=O)C2CCCN(C(=O)c3ccc(Cl)cc3)C2)cc1 (stereo unspecified) | 2% | -11% | 0.2 | -5 | 8% | 0.4 | -14% | 10%
COC(=O)/C=C1\OCc2ccccc21 | 3% | 3% | 0.5 | 0 | 10% | · | -4% | -6%
CC(C)[C@@H](CO)NC(=O)[C@H]1O[C@@H](n2cnc3c(N)ncnc32)[C@H](O)[C@@H]1O | -3% | ? | -0.4 | -1 | 5% | -1.1 | -13% | 6%
COC(=O)c1c(=O)n(O)c2ccc(OC)cc2[n+]1[O-] | 2% | 7% | 0.4 | -13 | 3% | -1.0 | -16% | 2%
CC(C)NC(=O)N(C)C[C@H]1Oc2c(NC(=O)Nc3ccc4c(c3)OCO4)cccc2C(=O)N([C@H](C)CO)C[C@@H]1C | 0% | -1% | 1.7 | 1 | -1% | -0.3 | -2% | -2%
Cc1cc(C)c(S(=O)(=O)N2CCCOC2CNC(=O)C(=O)NCCCn2ccnc2)c(C)c1 (stereo unspecified) | 12% | -7% | -0.1 | -2 | 2% | -0.9 | 2% | -6%
O=C(NCc1ccc(F)cc1)c1cc(-c2cccs2)on1 | 0% | -11% | -1.7 | · | -2% | -0.9 | -5% | 2%
O=C(Nc1ccccc1Cl)c1cccc(COc2cc(Cl)ccc2Cl)c1 | 0% | -10% | -0.6 | 5 | 3% | -3.1 | 5% | 3%
CN(C)c1ccc(NC(=O)c2cccc(N3C(=O)C4C5C=CC(C5)C4C3=O)c2)cc1 (stereo unspecified) | 2% | 12% | -2.3 | · | 2% | -5.1 | -7% | 10%
Cc1nn(C(=O)Cn2ccc([N+](=O)[O-])n2)c(C)c1Br | -9% | 2% | 0.4 | · | 12% | -0.8 | -5% | 10%
O=C1Nc2cc3c(cc2Sc2ccccc21)OCCO3 | -5% | 4% | -0.5 | 5 | 5% | 0.1 | 1% | -8%
Cn1c(NCc2cccnc2)nc2cc(-c3cccc(C(=O)NCCO)c3)sc2c1=O | 6% | -27% | 0.5 | -9 | 14% | -1.6 | -2% | -11%
CCOc1ccc(/C=C2\C(=O)c3ccccc3OC2c2ccccc2)cc1 (stereo unspecified) | -13% | -10% | -1.8 | · | 14% | -2.3 | -5% | 17%
Cc1[nH]c(=S)c(C#N)c(C)c1Cc1ccc(Cl)cc1Cl | -3% | -6% | 0.4 | -22 | 2% | -6.2 | -21% | -16%
O=C(Cc1c(C(=O)O)[nH]c2ccc(Cl)cc12)Nc1ccc2c(c1)OCCO2 | ? | -3% | -2.6 | -13 | -3% | -1.1 | -13% | -8%
COc1ccc(Cl)cc1N1Cc2ccccc2C1 | -16% | 2% | 1.1 | -15 | -3% | 0.9 | -10% | -3%
COc1ccc(NC(=O)CC2C(=O)N(c3cccc(OC)c3)C(=O)N2C2CCCCC2)cc1 (stereo unspecified) | 1% | -7% | -2.0 | · | 11% | -1.2 | -8% | 16%
O=C1CC(N2CCC(c3nc4ccccc4[nH]3)CC2)C(=O)N1c1ccccc1F (stereo unspecified) | -33% | -17% | 0.3 | -23 | 21% | -3.3 | ? | 5%
COc1ccc(N(CC(=O)NC2CC3CCC2C3)S(=O)(=O)c2ccc(C)c([N+](=O)[O-])c2)cc1 (stereo unspecified) | -4% | 2% | 2.6 | -4 | 11% | 0.9 | -7% | 7%
CC(C)(CNC(=O)c1cccc(NS(=O)(=O)c2ccc(Br)cc2)c1)N1CCOCC1 | -15% | 11% | -5.2 | -4 | 0% | 2.5 | -5% | -7%
COCC(=O)N1CCC(Oc2ccc(C(=O)NCc3csc(C(C)C)n3)cc2)CC1 | 2% | 3% | -0.9 | -3 | 1% | -1.2 | 0% | -5%
Cc1ccccc1SCC(=O)OCC(=O)N(C)c1c(N)n(Cc2ccccc2)c(=O)[nH]c1=O | 4% | 10% | 0.8 | 2 | -9% | 0.2 | -1% | -16%
CS(=O)(=O)Oc1ccccc1/C=C1/N=C(c2ccc(F)cc2)OC1=O | 3% | -3% | 0.0 | 5 | 3% | -0.3 | -17% | 2%

Three compounds already listed, ordered by SMILES length, highest first.
SMILES | WRN helicase inh | EPAC1 antag | IL2 activator | PI5P4Ka inh | EPAC2 ag | CCT chaperon mod | PLK1 PBD inh | EPAC1 agonist
O=C(Nc1ccc(OCCO)cc1)c1csc([C@H]2C[C@H](O)[C@@H](CO)O2)n1 | -1% | 4% | -0.5 | -4 | 16% | -0.7 | -6% | -2%
Cc1nn(C(=O)Cn2ccc([N+](=O)[O-])n2)c(C)c1Br | -9% | 2% | 0.4 | · | 12% | -0.8 | -5% | 10%
COc1ccc(Cl)cc1N1Cc2ccccc2C1 | -16% | 2% | 1.1 | -15 | -3% | 0.9 | -10% | -3%

This is a subset; rates above refer to the full screens.
